Screens (PubChem BioAssay)
ASAP1 inh: ASAP1 ArfGAP inhibition | ASAP1-stimulated ARF1 GTP hydrolysis, GDP FP detection | 360,000 compounds, 0.19% hits | inhibition, % at 16.5 µM | Q9ULH1; in the data active means inhibition above about 25%;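 further: 0% = vehicle with enzyme and substrate and 100% = no enzyme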
GC-A act: GC-A (human) enzyme activation; HEK293 GC-A cells, cGMP TR-FRET, EC30 ANP; 0% at EC30 ANP, 100% saturating ANP; activation, % at 10 µM; 370,000 compounds, 0.14% hits; AID 1671463; in the data active means activation above about 40%
GC-B act: GC-B (human) receptor activation; HEK293-GC-B cells, CNP EC30, cGMP TR-FRET; 0% at EC30 CNP, 100% saturating CNP; activation, % at 10 µM; 370,000 compounds, 0.11% hits;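 active means activation at 10 µM reaching about 35% in either raw or pattern-adjusted values, limit read from the data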
Target sequence (P20594 whole entry, looked up): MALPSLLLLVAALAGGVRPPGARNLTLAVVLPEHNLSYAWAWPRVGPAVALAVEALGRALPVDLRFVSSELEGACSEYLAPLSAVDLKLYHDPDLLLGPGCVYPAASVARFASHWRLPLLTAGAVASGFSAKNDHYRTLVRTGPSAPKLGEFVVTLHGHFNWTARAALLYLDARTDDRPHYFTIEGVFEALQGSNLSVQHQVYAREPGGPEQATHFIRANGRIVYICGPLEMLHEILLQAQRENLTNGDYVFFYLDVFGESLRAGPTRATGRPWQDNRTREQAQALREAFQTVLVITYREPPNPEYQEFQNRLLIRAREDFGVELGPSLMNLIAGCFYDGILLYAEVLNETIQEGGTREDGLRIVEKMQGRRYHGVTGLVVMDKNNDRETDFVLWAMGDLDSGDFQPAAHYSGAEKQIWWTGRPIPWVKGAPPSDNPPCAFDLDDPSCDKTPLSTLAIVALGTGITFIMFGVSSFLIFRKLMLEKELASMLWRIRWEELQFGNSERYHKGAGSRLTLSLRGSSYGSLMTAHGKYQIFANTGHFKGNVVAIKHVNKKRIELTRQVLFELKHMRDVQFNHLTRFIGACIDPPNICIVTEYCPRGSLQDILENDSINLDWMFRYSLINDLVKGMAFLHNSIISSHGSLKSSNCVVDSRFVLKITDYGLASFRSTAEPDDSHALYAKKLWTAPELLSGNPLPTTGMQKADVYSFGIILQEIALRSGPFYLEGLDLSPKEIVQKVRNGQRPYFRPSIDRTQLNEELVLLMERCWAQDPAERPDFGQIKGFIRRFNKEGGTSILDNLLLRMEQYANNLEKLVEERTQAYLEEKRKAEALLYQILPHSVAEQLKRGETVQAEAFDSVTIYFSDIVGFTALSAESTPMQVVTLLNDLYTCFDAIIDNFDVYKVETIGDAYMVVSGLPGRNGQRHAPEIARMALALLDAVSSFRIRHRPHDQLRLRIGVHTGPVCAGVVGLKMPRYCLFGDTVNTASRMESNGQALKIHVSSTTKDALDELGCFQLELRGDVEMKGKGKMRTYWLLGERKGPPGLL
ARFGAP1 inh: inhibits rat ARF GTPase activating protein 1. Q62848. Arfgap1-stimulated ARF1 GTP hydrolysis, GDP FP detection. inhibition, % at 16.5 µM. 360,000 compounds, 0.26% hits;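 active means inhibition above a per-plate limit, mean inhibition of low control wells plus 3 SD, cut at about 25% in these data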;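 further: 0% = DMSO wells with enzyme and 100% = wells lacking Arfgap1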
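Material: rat Arfgap1 GAP domain (His6, aa 1-136), purified enzyme. Also added: human ARF1(Δ1-17)-GTP substrate. Compound dosing: 16.5 µM single point, 1.26% DMSO. Timing: enzyme reaction 120 min at 25 °C after 20 min preincubation. Signal: GDP detection by fluorescence polarization. Read-out basis: percent inhibition of GAP-stimulated GDP formation, scaled between DMSO and no-Arfgap1 medians.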
KLK7 zymogen act: activates the human kallikrein-7 zymogen | AID 652039 | purified proKLK7, EDANS-DABCYL substrate fluorescence; 100% is mature enzyme control, 0% vehicle | P49862 | 370,000 compounds, 0.9% hits | activation, % at 7 µM;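 active means activation above the mean of all tested compounds plus 3 SD, computed per campaign excluding outliers beyond control limits, cut at about 13% in these data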
rCAG binder: binds r(CAG) RNA repeats; r(CAG) RNA repeat, TO-PRO-1 dye displacement fluorescence; inhibition, % at 3 µM; 370,000 compounds, 1.3% hits; AID 651821;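 active means inhibition above the plate cutoff, the mean of all test compounds on that plate plus 3 SD, cut at about 35% in these data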;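 further: 0% = DMSO alone and 100% = 100 µM mitoxantrone as full dye displacement; higher means more dye released from RNA so lower well fluorescence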
HGIII-sPLA2 inh: Inhibits HGIII-sPLA2 liposome hydrolysis, primary screen; QFRET BODIPY PC-A2 liposome hydrolysis, fluorescence; 370,000 compounds, 0.56% hits; inhibition, % at 12.2 µM; Q9NZ20;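 active means inhibition above mean plus 3 SD of compounds lying within the high and low control bounds, cut at about 19% in these data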;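 further: 0% = median of test compound wells and 100% = no enzyme DMSO wells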
GAA850 FXN act: activators of GAA850 frataxin (FXN) promoter; AID 540364; 360,000 compounds, 0.56% hits; HEK293 lucGAA850 FXN promoter luciferase reporter, 24 h; percent of 10 µM SAHA response; activation, % at 6 µM;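 active means activation above the average of all compounds screened plus 3 SD, cutoff fixed separately per campaign, cut at about 7.5% in these data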;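 further: 0% = DMSO wells and 100% = 10 µM SAHA wells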
DDE Tn6 FP inh: DD(E)-Tn6 binding inhibition, primary FP screen; inhibition, % at 8.3 µM; 370,000 compounds, 0.21% hits; Fibrin DD(E) TRITC-Tn6 fluorescence polarization displacement; P02675;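 active means inhibition above a per-campaign cutoff: mean of compounds within control limits plus 3 SD, cut at about 15% in these data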;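 further: 0% = median of all compound wells on the plate and 100% = blocking peptide control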
ADAM10 inh: ADAM10 inhibition, QFRET primary screen. recombinant ADAM10, EDANS/DABCYL FRET peptide cleavage, 3 h. O14672. 370,000 compounds, 0.62% hits. inhibition, % at 7 µM. AID 720582;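 active means inhibition above a per-campaign cutoff equal to the mean of compounds falling between control-based bounds plus 3 SD, cut at about 20% in these data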;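 further: 0% = DMSO wells while the 100% control is not disclosed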
Active calls of the source: *; i = inactive; . = not tested or not shown.

SMILES	ASAP1 inh	GC-A act	GC-B act	ARFGAP1 inh	KLK7 zymogen act	rCAG binder	HGIII-sPLA2 inh	GAA850 FXN act	DDE Tn6 FP inh	ADAM10 inh
COCCNC(=O)C1CCCN(C(=O)COCc2ccccc2)CC1 (configuration not stated)	-12	0	4	8	-0.2	0	5	-1.1	-1	-10
CC(C)CCN1C(=O)c2ccc(C(=O)Nc3ccccn3)cc2C1=O	10	5	9	2	0.1	-4	-2	-2.9	-3	4
Nc1c(Cl)cc(C2=NCCn3c2c2ccccc2[n+]3[O-])cc1Cl	-4	-2	9	-6	0.2	-2	4	2.4	-1	-1
NC(=S)Nc1ccc(F)cc1F	-1	3	-1	-9	0.0	-2	0	-0.6	4	-5
CC1CC(C)CN(CCCNC(=O)c2cc3c(s2)-c2ccccc2OC3)C1 (configuration not stated)	5	-7	-11	4	44*	6	-7	-0.1	-2	i
CC(=O)c1cn(C)c(=O)c2ccccc12	-16	-1	5	-5	0.0	0	4	1.8	2	-5
S=c1nc(-c2ccccc2)[nH]c2ccccc12	-2	11	1	-3	-0.1	4	12	1.6	3	-2
CCn1ccnc1[C@@H]1C[C@H]2CN(Cc3ccccc3OC)C(=O)[C@]23CCCN13	3	-1	9	2	1.1	-3	6	2.0	0	3
CC1(C)CC(=O)CC(=O)/C1=N\Nc1c(Cl)cc(Cl)cc1Cl	6	1	4	5	0.1	-3	-3	1.7	13	0
CC(C)c1ccc(C2CC(c3ccc(Br)cc3)=NN2C(N)=S)cc1 (configuration not stated)	2	1	-3	16	0.1	1	10	5.4	6	1
Cc1nnc(NC(=O)CSc2nnc(Cc3cccn3C)n2-c2cccc(C(F)(F)F)c2)s1	2	-1	4	-11	0.6	9	-37	2.1	-3	-9
CCC(NC(=O)C1CCCN(c2ncccn2)C1)c1ccccc1 (configuration not stated)	.	4	1	.	1.1	-4	-1	.	1	-25
CCC(=O)N/N=C(\C)CC(=O)Nc1ccc2c(c1)OCCO2	4	-3	-1	6	0.3	-1	-9	1.6	3	6
O=C(CSc1ccccc1F)NC(=O)NC1CCCC1	-8	5	-1	11	0.1	-2	6	3.1	-1	-17
Cc1cc(=O)oc2cc(NC(=S)NCc3ccccn3)ccc12	5	-3	-3	6	58*	5	11	1.8	2	i
CC(=O)c1ccc(N2CCN(CC(=O)N(C3CC3)C3CCS(=O)(=O)C3)CC2)c(F)c1 (configuration not stated)	-5	3	2	-4	0.2	4	10	0.4	-10	-14
CCc1ccc(C)[n+](CC(=O)c2cccs2)c1	0	0	4	-1	-0.6	6	13	0.0	-1	-20
COc1ccc(N2CC(C(=O)NC3CCSC3=O)CC2=O)cc1 (configuration not stated)	2	0	9	5	-0.4	2	9	0.5	-9	1
CCC(CC)C(=O)Nc1nnc(S(=O)(=O)N2CCCCCC2)s1	-7	0	8	-8	0.4	2	-6	2.1	5	-9
COC(=O)c1cccc(S(=O)(=O)N2CCC(n3nnc4cc(F)ccc43)CC2)c1	-2	-6	-7	-5	-0.2	0	1	-0.6	-1	10
O=C(CNC(=O)C1CCCCC1)OCC(=O)c1ccc(Br)cc1	5	2	7	18	0.6	-5	5	1.6	-14	-6
Clc1cncc(Cl)c1N/N=C/c1ccncc1	-2	-4	-5	-6	-0.2	-2	12	-8.2	2	0
O=C(CN1CCCN(S(=O)(=O)c2ccc(F)cc2)CC1)Nc1c(Cl)cccc1Cl	2	0	2	5	0.8	-3	0	-0.3	-4	-1
CCc1cc2c(SCC(=O)NCC3CCCO3)ncnc2s1 (configuration not stated)	1	2	-1	-2	-0.1	1	-4	0.7	0	0
COc1ccc(-n2cc(C(=O)c3cc(Cl)ccc3O)cc(C#N)c2=O)cc1	-6	-5	-2	-13	1.1	15	-27	0.3	-8	-13
(more compounds)
SMILES	ASAP1 inh	GC-A act	GC-B act	ARFGAP1 inh	KLK7 zymogen act	rCAG binder	HGIII-sPLA2 inh	GAA850 FXN act	DDE Tn6 FP inh	ADAM10 inh
CCN(CC)CCCNC(=O)Cn1cnc2ccc(S(=O)(=O)N3CCC(C)CC3)cc2c1=O	4	2	2	8	0.6	-2	-2	2.5	-2	2
COc1cc(C(=O)NCc2cc(C)nc3ccccc23)cc(OC)c1OC	-14	-1	2	7	0.4	-2	-3	-2.0	-1	-3
CC(=O)Nc1cccc(OCC(=O)Nc2sccc2C(N)=O)c1	-10	-3	-4	0	0.3	15	-6	9.8*	13	0
Cc1cccc(NC(=O)c2cccc(NC(=O)c3ccccc3)c2)n1	-1	1	5	7	-0.1	-3	-4	1.4	1	2
CC(C)CCNC(=O)C1CC(c2ccc(C(F)(F)F)cc2)=NO1 (configuration not stated)	3	2	5	14	0.0	-5	6	2.4	5	-6
NNC(=O)CNc1cccc(Cl)c1	2	7	0	4	0.1	4	3	1.3	1	-2
O=C(Cn1cncn1)NCc1cccc(C(F)(F)F)c1	-7	-1	3	11	-0.2	0	4	-0.2	-3	-13
Cc1c(OCC(=O)NCC(O)c2ccccc2)ccc2c(-c3ccccc3)cc(=O)oc12 (configuration not stated)	16	-7	-7	0	-0.4	-3	-4	-3.7	-3	-12
COc1cc([N+](=O)[O-])ccc1NC(=O)CSc1nncn1-c1cccnc1	2	6	-1	0	0.5	0	-2	-4.3	0	-12
O=C(Nc1ccc2c(c1)OCO2)C1CC(c2cccc(Br)c2)=NO1 (configuration not stated)	-3	0	-4	8	0.2	-1	-3	1.4	0	-1
CCOC(=O)c1cc[nH]c1CC(=O)NC	-13	2	4	4	-0.6	4	3	1.5	3	4
CCCCNC(=O)C[C@@H]1C[C@@]2(C(=O)OCC)CCC=C2N(Cc2ccc(Cl)cc2Cl)C1=O	5	-2	-1	7	0.3	4	-8	.	-11	-7
Cc1ccc(Cn2c(N3CCN(C)CC3)nc3c2c(=O)[nH]c(=O)n3C)cc1	1	0	5	7	0.1	-10	6	0.9	-1	-1
COC(=O)[C@H](C)NC(=O)Nc1ccc(Oc2ccccc2)cc1	-2	5	-2	5	-0.2	2	-2	1.9	2	5
COc1ccc(C)cc1NC(=O)c1[nH]c(C)c(C(C)=O)c1C	-2	3	-11	5	-0.1	-1	-9	-0.1	4	-1
O=C(O)c1ccc(CSc2ncnc3c2cnn3Cc2ccccc2)cc1	0	4	-1	-13	-0.2	20	-2	-0.7	6	-3
COc1ccc2nc(C)cc(SCC(=O)N/N=C/c3ccc(O)cc3O)c2c1	-12	-2	3	10	-1.9	23	-14	-0.7	3	-11
Cc1ccc(C(=O)NNC(=O)CNc2cccc(Cl)c2)cc1	-14	-2	3	-2	-0.4	1	0	0.0	-3	-12
O=C1NC(=O)c2cc(NC(=O)C3CCCCC3)ccc21	5	6	-3	6	-219	-2	2	-0.1	5	i
COc1cc(C2NCCc3c2[nH]c2ccccc32)ccc1OC(C)C (configuration not stated)	11	-4	2	11	-0.7	4	-2	.	-4	5
O=C(c1cccc(Cl)c1)C1CCCN(S(=O)(=O)c2ccccc2)C1 (configuration not stated)	8	6	9	11	0.0	-9	-5	-1.8	0	7
Cc1cccc(CNC(=O)C2CCC(=O)N(CCc3cccc(F)c3)C2)n1 (configuration not stated)	1	2	6	-3	-0.6	-5	8	-0.1	2	0
Cc1ccc(N2C(=O)S/C(=C/c3cn(C)c4ccccc34)C2=O)cc1	-1	7	7	6	-0.8	2	-2	6.2	-2	6
COc1ccc(C(=O)NC(C)c2nnc(SCC(=O)Nc3nc(C)cs3)n2C)cc1 (configuration not stated)	-4	0	-1	6	0.1	-3	12	-1.4	-4	-4
Cn1c(=O)n(CCOc2ccc([N+](=O)[O-])cc2)c2ccccc21	4	-2	-2	13	0.4	-1	-1	1.8	-1	2
Later entries
SMILES	ASAP1 inh	GC-A act	GC-B act	ARFGAP1 inh	KLK7 zymogen act	rCAG binder	HGIII-sPLA2 inh	GAA850 FXN act	DDE Tn6 FP inh	ADAM10 inh
CCN(CC)S(=O)(=O)c1ccc(C(=O)NCC(=O)N/N=C/c2ccccc2OC)cc1	-3	1	0	4	-0.1	-3	-9	-0.7	-6	-4
CN(Cc1cccs1)C(=O)CCCc1c[nH]c2ccccc12	1	-2	-4	16	-0.1	-5	-20	2.0	-7	-7
CCOc1ccc(N(CC(=O)Nc2nccs2)S(=O)(=O)c2c(C)noc2C)cc1	13	0	-1	-15	0.6	2	-1	-0.7	7	-5
Oc1c(CN2CCCC2)cc(COCc2ccccc2)c2cccnc12	-10	-2	0	1	0.7	4	-2	1.4	-6	2
Cc1nnc(N2CCC(C(=O)N3CCCCCC3)CC2)c2nn(-c3ccc(Cl)cc3)c(C)c12	9	-2	-10	0	0.8	-7	-8	1.2	-6	-99
CC(=O)C1CCN(Cc2ccccc2)CC1	13	3	-4	22	-0.3	-3	12	-0.1	-3	5
CC1Cc2ccccc2N1C(=O)c1cnsn1 (configuration not stated)	2	14	0	-10	-0.1	-3	0	3.1	3	-3
CCCOC(=O)C(C)n1cnc2sc(C)c(C)c2c1=O (configuration not stated)	-2	-10	-12	-26	0.3	-3	-3	2.7	-1	4
COc1ccccc1/C=N/NC(=O)CNC(=O)c1ccccc1	7	5	-2	-3	0.1	-3	-3	2.1	-7	-2
COC(=O)[C@]12C[C@H](CC(=O)N3CCCC3)C(=O)N(Cc3cccc4ccccc34)C1=C[C@H](C(C)(C)C)O[C@@H]2C	.	-3	0	.	-0.5	3	-6	.	-10	6
Cc1ccc(-c2nc3ccccc3[nH]2)cc1NC(=O)/C=C/c1ccco1	-2	12	5	-8	-0.3	18	-2	-3.0	1	-2
O=C(CCOc1ccccc1)Nc1ccc(S(=O)(=O)Nc2ncccn2)cc1	-2	0	-1	2	-0.4	3	7	-0.8	1	-15
O=C(Nc1ccc(N2CCN(Cc3ccccc3F)CC2)cc1)c1ccc([N+](=O)[O-])o1	-5	0	0	-7	0.3	-4	5	1.0	0	-9
Cc1nc(NCc2cccnc2)c2c3c(sc2n1)CC(C)CC3 (configuration not stated)	8	8	5	8	0.0	-5	1	4.4	-2	-10
O=C(CCCn1cnc([N+](=O)[O-])n1)Nc1cccc(Cl)c1Cl	-3	2	6	7	-0.8	2	-1	0.8	1	5
COc1ccccc1NC(=O)Nc1nnc([C@@H]2C[C@H](O)[C@@H](CO)O2)s1	9	1	2	16	0.1	2	0	1.7	-6	4
COC(=O)c1c(NC(=S)NNS(=O)(=O)c2ccc(OC)cc2OC)sc2c1CCCCCC2	3	-1	-2	10	0.1	22	-8	0.3	-2	3

Molecules shown so far that have a CF3 group (three):
SMILES	ASAP1 inh	GC-A act	GC-B act	ARFGAP1 inh	KLK7 zymogen act	rCAG binder	HGIII-sPLA2 inh	GAA850 FXN act	DDE Tn6 FP inh	ADAM10 inh
Cc1nnc(NC(=O)CSc2nnc(Cc3cccn3C)n2-c2cccc(C(F)(F)F)c2)s1	2	-1	4	-11	0.6	9	-37	2.1	-3	-9
CC(C)CCNC(=O)C1CC(c2ccc(C(F)(F)F)cc2)=NO1 (configuration not stated)	3	2	5	14	0.0	-5	6	2.4	5	-6
O=C(Cn1cncn1)NCc1cccc(C(F)(F)F)c1	-7	-1	3	11	-0.2	0	4	-0.2	-3	-13

Rows are unselected. About 4.5% of those tested had a hit in this group.
